hiPSC survival = hiPSC single-cell survival enhancement; ATPlite luminescence; 100% = ROCK inhibitor wells, 0% = DMSO; AID 602274; survival enhancement, % at 20 µM; 360,000 compounds, 0.044% hits; in the data active means survival enhancement above about 18%;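 further: cells exposed to compounds for 16 hours before the ATP read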
m5-HT2A agonist = activates the mouse 5-HT2A serotonin receptor; P35363; CHO-K1 mHTR2A beta-arrestin complementation, luminescence; percent of 30 µM serotonin response; activation, % at 7.6 µM; 360,000 compounds, 0.66% hits; AID 624169;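 active means activation above a run cutoff, the mean activation of all tested compounds plus 3 SD, cut at about 14% in these data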;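 further: 0% = plate median of compound wells and 100% = 30 µM serotonin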
Target sequence (P35363 whole entry, looked up): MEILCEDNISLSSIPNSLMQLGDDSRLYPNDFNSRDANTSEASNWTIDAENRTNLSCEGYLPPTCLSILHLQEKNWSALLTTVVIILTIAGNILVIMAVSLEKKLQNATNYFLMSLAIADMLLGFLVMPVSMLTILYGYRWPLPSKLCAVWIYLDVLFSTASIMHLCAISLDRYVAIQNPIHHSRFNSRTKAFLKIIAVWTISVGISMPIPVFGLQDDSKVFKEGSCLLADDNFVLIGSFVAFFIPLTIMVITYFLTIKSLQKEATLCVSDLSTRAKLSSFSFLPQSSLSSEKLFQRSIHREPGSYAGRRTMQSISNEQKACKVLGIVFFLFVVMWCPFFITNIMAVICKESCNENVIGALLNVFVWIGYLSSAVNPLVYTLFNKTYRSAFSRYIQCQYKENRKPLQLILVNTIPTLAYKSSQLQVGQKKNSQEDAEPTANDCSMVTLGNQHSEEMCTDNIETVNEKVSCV
Peg3 prom inh = reduces Peg3 promoter-driven luciferase expression in HeLa. HeLa PEG-Prom luciferase reporter, luminescence, overnight. inhibition, % at 20 µM. 360,000 compounds, 1.7% hits. AID 588405;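 active means inhibition of at least 50% at 20 µM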
PDI turbidity = blocks human protein disulfide isomerase activity; PDI insulin aggregation turbidity, A650, 90 min; inhibition, % at 10 µM; 350,000 compounds, 0.052% hits;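 active means mean inhibition across replicates of 30% or more, whatever share of single replicates reach that level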;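 further: absorbance from insulin aggregation driven by PDI reduction with DTT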
Shn3 inh set2 = inhibitors of Schnurri-3 3'UTR reporter in osteoblasts. Clone20 osteoblast Shn3 3'UTR firefly luciferase, 24 h. inhibition, % at 12.5 µM. 360,000 compounds, 0.52% hits. AID 588674;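 active means mean inhibition of at least 75% with every replicate also reaching 75%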;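 further: 0% = median of neutral control wells and 100% = pilot-screen positive control compound; some compounds past the cut are filed as inactive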
NR2E3 ag-1 = activates human photoreceptor nuclear receptor NR2E3 | AID 2300 | Q9Y5X4 | GST-NR2E3/biotin-RetCOR TR-FRET, 1536-well | 320,000 compounds, 0.12% hits | inhibition of corepressor binding, % at 4.78 µM;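 active means percent inhibition above the cutoff of mean plus 3 SD of all tested compounds, set per screening campaign, cut at about 20% in these data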;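 further: 0% = DMSO wells and 100% = biotin wells as full block of FRET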
Target sequence (Q9Y5X4 whole entry, looked up): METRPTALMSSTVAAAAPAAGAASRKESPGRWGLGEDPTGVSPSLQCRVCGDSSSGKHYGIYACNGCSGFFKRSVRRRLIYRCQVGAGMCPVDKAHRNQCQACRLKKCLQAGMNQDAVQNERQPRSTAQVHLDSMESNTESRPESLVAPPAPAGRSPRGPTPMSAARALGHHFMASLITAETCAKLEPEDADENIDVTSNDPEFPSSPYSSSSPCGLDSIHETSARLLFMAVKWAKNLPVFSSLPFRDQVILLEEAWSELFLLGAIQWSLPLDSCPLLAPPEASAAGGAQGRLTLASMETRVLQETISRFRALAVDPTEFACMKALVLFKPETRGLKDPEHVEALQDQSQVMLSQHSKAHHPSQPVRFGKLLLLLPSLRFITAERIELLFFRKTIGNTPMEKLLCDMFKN
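Assay system: NR2E3–RetCOR corepressor complex. Quantity: 1.35 nM GST-NR2E3. Buffer or medium: pH 7.5 Tris-based buffer. Reagent: biotinylated RetCOR corepressor at 7 nM final. Schedule: 5 h at 4 °C. Detection: TR-FRET, emission read at 617 and 671 nm. Replicates: one well per compound, singlicate testing.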
Cardio protect = protects H9c2 cardiomyocytes from peroxide injury; protection from H2O2 cell death, % at 20 µM; 360,000 compounds, 0.63% hits; H2O2 injury protection, ATPLite, 2 h;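 active means compounds giving at least 50% protection of heart cells from peroxide-induced death in the single-dose screen, raw or plate-pattern-corrected value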;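 further: 0% = DMSO wells with peroxide and 100% = DMSO wells without peroxide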
CaV13 ICDI inh = Primary screen for inhibitors of IQ motif and Ca2+-dependent inactivation inhibitor domain binding in CACNA1D, Förster resonance energy transfer in living cells, …. AID 743397. inhibition, % at 12.3 µM. 340,000 compounds, 0.098% hits. HEK cells, CFP/YFP FRET ICDI-IQ, plate reader, 10 min; percent FRET-ratio fall versus neutral wells;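 active means mean replicate inhibition of at least 30% and at least 1% of replicates passing that level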;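 further: 0% = median of the neutral control wells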
MITF TRPM1 inh = inhibitors of MITF-driven TRPM1 promoter in melanoma cells; SK-MEL-5 TRPM1 promoter luciferase, 24 h; AID 488899; 330,000 compounds, 0.83% hits; inhibition, % at 12.5 µM;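 active means mean inhibition across replicates of 60% or more, whatever share of single replicates reaches that level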; further: values of inactives mirror those of a sister screen read the other way
HIF-2a inh = blocks HIF-2a reporter activity | 786-0 RCC cells HIF-2a reporter, luciferase luminescence, overnight | inhibition, % at 18.8 µM | 360,000 compounds, 0.72% hits | AID 624352;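 active means inhibition of the luminescence signal of 40% or more relative to plate controls, in a single-dose primary screen at 18.75 µM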
NR2E3 ag-2 = agonists of human NR2E3 nuclear receptor; inhibition of corepressor binding, % at 3.98 µM; AID 602229; CHO-S Gal4-NCOR/VP16-NR2E3 two-hybrid, luciferase; Q9Y5X4; 360,000 compounds, 0.35% hits;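 active means inhibition above the mean of all tested compounds plus 3 SD, cut at about 70% in these data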;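 further: 0% = DMSO with NR2E3 transfected cells and 100% = cells lacking NR2E3 construct; higher means lower luciferase signal from less NR2E3 corepressor binding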
* = called active by the depositor; nt = no result given.

A first look, 5 compounds:
SMILES	hiPSC survival	m5-HT2A agonist	Peg3 prom inh	PDI turbidity	Shn3 inh set2	NR2E3 ag-1	Cardio protect	CaV13 ICDI inh	MITF TRPM1 inh	HIF-2a inh	NR2E3 ag-2
CCOc1ncccc1C(=O)OCC(=O)Nc1ccc(C(N)=O)cc1	-0.4	-0.6	9.0	10.7	-7.0	-0.4	-4.6	-2.8	-12.2	12.3	-20.6
O=c1[nH]c(C2CCCN(S(=O)(=O)c3cccc(Cl)c3)C2)nc2c1nnn2Cc1ccc2c(c1)OCCO2 (stereo not given)	1.5	4.6	51.0*	-2.8	-2.9	3.4	4.3	-16.2	-15.2	23.1	-1.3
COc1ccccc1C(=O)Nc1ccc(S(=O)(=O)N2CCCC2)cc1	-2.3	1.4	26.6	-3.8	4.0	0.6	-4.3	-5.4	-6.9	-10.4	21.1
C=CCn1c(SC(C)C(=O)NCc2ccc3c(c2)OCO3)nc2scc(-c3ccccc3)c2c1=O (stereo not given)	5.7	-6.4	18.6	-0.7	3.2	-4.0	11.5	-5.1	8.2	28.0	3.4
CC(=O)c1cc(C#N)c(N2CCN(c3ccccc3)CC2)nc1C	-0.7	3.9	-39.9	0.3	-13.5	-0.3	-2.7	-8.5	-68.6	-105.2	2.7

The listing, from the start:
SMILES	hiPSC survival	m5-HT2A agonist	Peg3 prom inh	PDI turbidity	Shn3 inh set2	NR2E3 ag-1	Cardio protect	CaV13 ICDI inh	MITF TRPM1 inh	HIF-2a inh	NR2E3 ag-2
CCOc1ncccc1C(=O)OCC(=O)Nc1ccc(C(N)=O)cc1	-0.4	-0.6	9.0	10.7	-7.0	-0.4	-4.6	-2.8	-12.2	12.3	-20.6
O=c1[nH]c(C2CCCN(S(=O)(=O)c3cccc(Cl)c3)C2)nc2c1nnn2Cc1ccc2c(c1)OCCO2 (stereo not given)	1.5	4.6	51.0*	-2.8	-2.9	3.4	4.3	-16.2	-15.2	23.1	-1.3
COc1ccccc1C(=O)Nc1ccc(S(=O)(=O)N2CCCC2)cc1	-2.3	1.4	26.6	-3.8	4.0	0.6	-4.3	-5.4	-6.9	-10.4	21.1
C=CCn1c(SC(C)C(=O)NCc2ccc3c(c2)OCO3)nc2scc(-c3ccccc3)c2c1=O (stereo not given)	5.7	-6.4	18.6	-0.7	3.2	-4.0	11.5	-5.1	8.2	28.0	3.4
CC(=O)c1cc(C#N)c(N2CCN(c3ccccc3)CC2)nc1C	-0.7	3.9	-39.9	0.3	-13.5	-0.3	-2.7	-8.5	-68.6	-105.2	2.7
COc1ccc(C(=O)Nc2cc(Cl)cc(Cl)c2)c(OC)n1	-0.8	1.5	-109.3	1.9	-78.7	-1.4	-4.9	-6.2	-40.3	-133.3	-4.9
C=CCn1c(SCc2c(F)cccc2Cl)nnc1-c1ccco1	0.8	-2.3	9.6	-4.6	-8.1	-1.2	4.8	nt	-7.4	-57.9	-0.2
CC1(C)CC(=O)C2=C(C1)N(c1ccc(Cl)cc1)C(=O)C2(O)C(F)(F)F (stereo not given)	-0.1	1.1	2.0	-5.2	-27.7	-0.6	3.0	-4.5	8.8	5.5	-16.8
COc1cc(C(=O)NCCC(=O)N2CCCCC2)cc(OC)c1OC	0.1	-3.2	-13.9	0.8	8.1	1.0	0.7	-20.6	9.2	14.2	-43.0
COc1ccc(NC(=S)NC(=O)C2CCCCC2)cc1	-0.2	3.4	-165.0	-5.2	-65.6	1.1	1.6	-6.4	-67.8	-189.0	-29.0
CCCCOC(=O)C1CN(c2ccccc2)N=C1C(C)=O (stereo not given)	-3.4	-1.6	8.9	2.6	6.0	5.7	-11.5	-2.6	-2.3	7.6	11.5
Cc1noc(C)c1COc1ccc(C(=O)OCC(=O)NC2CCCCC2C)cc1 (stereo not given)	-1.5	2.0	4.8	6.4	1.3	-2.1	-16.9	nt	5.0	17.8	6.0
CCOC(=O)c1ccccc1NC(=O)COC(=O)CCCOc1ccccc1	0.0	5.4	13.3	1.3	5.6	2.7	-4.3	nt	4.9	3.7	14.0
CC(C)N(C)CCOC(=O)/C=C/c1ccccc1	4.8	2.5	3.0	-1.3	-14.8	-1.9	22.4	-6.3	-1.3	-1.9	17.0
COc1ccc(/C=C(/NC(=O)c2ccc(OC)c(OC)c2)C(=O)NCCc2c[nH]c3ccccc23)cc1	-0.7	-1.1	14.8	-10.0	-12.5	-0.8	-0.1	-4.6	-2.6	10.1	-26.9
Cc1nc(N)c2c(Cc3cccc4ccccc34)nn(C(C)(C)C)c2n1	1.7	-5.6	19.9	-1.7	28.5	0.6	-6.4	-14.3	-1.8	29.6	6.3
CCOC(=O)CN(C(=O)COc1nc(C)cc(C)c1C#N)c1ccc(F)cc1	-0.2	-3.0	4.4	2.2	7.8	-4.8	4.1	-19.7	-0.9	7.1	0.6
CCN1CCN(C(=O)CN(C)S(=O)(=O)c2ccc(OC)c(C)c2)CC1	-3.2	-2.8	-12.2	-0.2	-8.8	-0.3	3.2	-5.3	0.2	15.0	12.8
CN(CCC#N)C(=S)Nc1ccc(F)cc1	-0.8	7.7	6.3	-1.2	6.4	1.5	1.8	-1.8	5.8	17.1	-2.2
CCn1c(NCc2cc(Cl)ccc2O)nc2ccccc21	-0.9	-7.0	2.4	-6.6	7.5	-2.0	-8.4	-2.3	0.2	19.2	7.7
C=CCn1c(=S)[nH]c2sc3c(c2c1=O)CCC3	-1.4	2.6	18.2	7.1	8.2	nt	3.1	nt	-13.8	0.5	-2.8
CSc1ccc(S(=O)(=O)NCC(=O)OCC(=O)NCCc2ccccc2)cc1[N+](=O)[O-]	-0.4	-2.5	14.0	3.1	-19.7	0.4	-13.1	-4.7	11.2	22.0	0.1
O=C(NCc1cccnc1)c1cccnc1-c1nc2ccccc2s1	0.1	0.5	14.4	7.3	-14.3	2.3	5.4	-8.8	11.4	10.8	-7.5
CCC(C)(C)NC(=O)C(c1ccc(O)cc1)N(Cc1ccco1)C(=O)CCC(=O)Nc1ccccn1 (stereo not given)	-0.5	5.3	11.0	8.9	-3.3	-6.2	7.4	-3.0	4.1	8.4	-22.6
COC(=O)c1ccc(N/C=C/C(=O)c2ccccc2)cc1	-0.8	-0.3	-147.2	6.8	-2.1	2.7	-16.9	-1.8	-15.0	-239.1	-93.8
CCOc1ccc(NC(=O)CCC(=O)N/N=C2\CCCc3ccccc32)cc1	-0.2	0.4	12.9	1.3	0.3	nt	-4.4	-2.5	4.2	10.3	20.6
O=C(CCCNc1ccccc1)N/N=C/c1cccs1	2.8	-6.9	-52.2	-3.1	-23.0	0.9	-7.4	-4.2	-5.3	-49.1	0.9
COc1ccc(N2CCN(C(=O)COC(=O)c3cccc(S(=O)(=O)Nc4ccccc4OC)c3)CC2)cc1	0.0	6.0	-3.2	8.0	9.9	4.0	3.4	-6.1	20.0	12.6	24.0
Cn1c(C(=O)N[C@@H](Cc2ccccc2)C(=O)NCCC(=O)O)cc2cc(Cl)ccc21	-0.6	-2.8	12.5	-3.6	-5.1	nt	-0.3	-20.5	12.0	23.1	20.6
CCC(=O)c1ccc(-c2ccccc2)cc1	-0.8	1.3	-150.6	14.2	-28.5	0.5	-5.0	-14.8	-33.6	-166.5	-30.2
O=C(Nc1ccccc1)c1ccccc1NS(=O)(=O)c1ccc(Cl)s1	8.2	-0.9	44.5	-6.4	24.2	0.7	-25.2	nt	-1.6	9.9	102.3*
O=C(Nc1ccc(Cl)cc1)OCCn1nnnc1C(c1ccccc1Cl)N1CCOCC1 (stereo not given)	-1.6	-2.8	-29.5	-0.3	6.9	-0.7	-0.1	-6.0	-21.7	-43.2	-19.7
CCc1ccc(OCC(=O)NC(=S)Nc2ccc(C(=O)O)cc2)cc1	-0.6	1.6	2.2	-4.3	-7.1	2.4	3.1	-3.8	-15.7	17.9	-12.6
CC1=Nc2cccc3cccc(c23)N1C	3.4	4.8	7.2	0.7	-4.2	-3.6	1.3	-4.2	-2.3	12.7	-28.8
CCCOc1ccc(C2C(=O)N(C3CCCCC3)CC(=O)N2CCC)cc1OC (stereo not given)	-1.5	-2.9	3.2	0.6	-22.5	0.2	3.5	-3.2	-10.0	-4.3	-14.1
CCCCS(=O)CC(CS(=O)CCCC)OC(=O)c1ccc(C)cc1 (stereo not given)	6.4	8.2	29.6	14.3	8.5	-0.9	-1.1	-5.6	1.9	22.1	15.9
O=C(CCCCCN1C(=O)c2cccc3cccc(c23)C1=O)N1CCOCC1	-1.1	-2.4	-5.2	3.0	0.8	5.0	5.2	-8.3	-1.2	-11.2	-17.1
O=C(NC12CC3CC(CC(C3)C1)C2)N1CCN(c2ncccn2)CC1	-3.0	5.7	-1.9	12.6	-10.5	5.4	9.1	-3.5	8.5	0.7	7.0
CCCNC(=O)CCNC(=O)c1ccc(C(C)(C)C)cc1	-0.3	3.4	13.9	-0.2	0.6	-0.9	-1.1	-8.5	0.5	2.8	6.4
CCC(=O)NC(c1ccco1)c1cc(Br)c2cccnc2c1O (stereo not given)	-1.1	-4.8	49.7	-4.5	37.6	nt	37.5	-5.4	nt	16.8	-34.6
FC(F)Oc1ccc(NC(=S)N2CCc3ccccc32)cc1	-1.8	-0.5	-134.9	8.0	11.8	3.8	-5.9	-3.7	-11.2	-172.8	-19.5
Clc1ccc(SCc2cc(-c3ccc(Cl)cc3)on2)cc1	0.9	-2.4	-72.4	10.3	-24.9	0.5	-21.1	nt	0.3	-83.9	-11.6
c1ccc(CSc2ncn(-c3ccccc3)n2)cc1	-0.1	5.1	-317.0	-8.7	-107.1	4.7	-5.1	-4.9	-79.5	-230.0	-100.5
CCN(CC)CCN1CNC(=S)N(c2ccccc2OC)C1	0.1	12.4	14.7	1.6	nt	3.3	5.0	-4.5	nt	-13.2	-9.8
COc1cc(C(=O)Nc2ccc(S(=O)(=O)NC(C)(C)C)cc2)cc(OC)c1OC	0.7	0.9	28.5	-1.8	5.1	-5.0	-0.1	-4.3	-3.1	8.4	-0.9
CC1CC(C)CN(S(=O)(=O)c2ccc(NC(=O)CN3C(=O)NC(C)(c4ccccc4)C3=O)cc2)C1 (stereo not given)	-0.6	2.5	27.9	-9.4	11.1	4.5	0.9	-7.3	15.1	10.0	30.3
O=C(COc1nncc2ccccc12)NCC(F)(F)F	0.3	-1.0	9.9	-2.3	-9.6	-5.2	2.8	-3.4	-16.4	4.3	-26.0
COc1ccccc1OCc1nc(C#N)c(NCc2ccco2)o1	1.7	2.8	1.6	2.5	6.3	0.2	-8.0	-4.6	13.8	-18.7	-27.5
CC(C)c1ccc(NC(=S)N2CCCC2)cc1	-0.3	13.6	-264.2	2.9	-54.8	4.4	-3.1	-5.6	-45.2	-171.7	-41.1
COC(=O)c1cccnc1SCc1ccccc1	-2.1	-9.2	-5.9	4.9	-14.1	-3.8	-6.9	-4.9	6.1	-23.6	-7.9
Cc1cc(NC(=O)c2ccc(C)o2)no1	-0.1	3.5	-25.3	4.4	-3.2	1.4	3.4	-5.8	-1.8	-49.3	-28.2

Screens: PubChem, several laboratories
